Source: PubChem
Abeta rescue: restores growth of yeast expressing A-beta42 peptide. yeast expressing A-beta42, growth rescue, OD600, 48 h; response scale: 0% DMSO, 100% iron-clioquinol control. Potency, µM (doses to about 46.1 µM), for the others: top-dose growth rescue, usual class: activators. 410,000 tested, 0.063% active. AID 1347071; further: potency means the concentration at half of the fitted maximal effect; nearly all actives have a fitted effect of over 55% in size
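Yeast growth medium received pinned compounds, then yeast cells expressing toxic A-beta were added; plates incubated at 30 C for 48 hr. Growth read as absorbance at 600 nm, normalized to DMSO and equimolar FeCl3 plus clioquinol controls.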
EPAC1 ag: agonists of human EPAC1 | 360,000 tested, 0.073% active | O95398 | AID 720707 | Potency, µM (top dose mostly 154 µM), for inactives: at the highest dose activation, most hits filed as activators | EPAC1 agonist qHTS, biochemical assay; response scale: 100% = response to 6.5 mM cAMP; further: potency means the concentration at half of the fitted maximal effect; nearly all actives have a fitted effect of over 60% in size
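Multi-concentration qHTS readout: loss of Rap1B-bound BODIPY-GDP fluorescence driven by 100 nM EPAC1 with excess GDP (50 uM), monitored kinetically at room temperature; agonist response expressed relative to 6.5 mM cAMP.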
FUS suppressor: suppressors of FUS proteinopathy in yeast. S. cerevisiae FUS-expressing, growth rescue, OD600, 24 h. Potency, µM (doses to about 76.6 µM), for the others: at the top dose growth rescue (activation), actives largely listed as activators. AID 1347120. 390,000 tested, 0.24% active;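 further: potency means the concentration at half of the fitted maximal effect; plate controls were DMSO vehicle for no effect and reference control for full effect; nearly all actives have a fitted effect of over 55% in size; some results filed as inactive show a strong effect at the top dose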
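Yeast FUS proteinopathy model; galactose-induced FUS (2%), starting OD 0.005. Cpds in dilution series, 24hr, 30C, 99% humidity. Abs 600 nm growth. Pos ctrl CP55940 (top 92uM final); neg ctrl DMSO.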
PI5P4K alpha inh: inhibitors of human PI5P4K alpha. PI5P4Kalpha enzyme, ADP-Glo luminescence, 60 min; stronger effect = lower value. max response, %. 330,000 tested, 1.2% active; active means max response of -50% or lower; inconclusive means between -30% and -50%; inactive means -30% or higher; further: value at the top dose of about 77 µM; on the % scale 0 is the no-effect control and ±100 the full control effect
Target sequence (P48426 whole entry, looked up): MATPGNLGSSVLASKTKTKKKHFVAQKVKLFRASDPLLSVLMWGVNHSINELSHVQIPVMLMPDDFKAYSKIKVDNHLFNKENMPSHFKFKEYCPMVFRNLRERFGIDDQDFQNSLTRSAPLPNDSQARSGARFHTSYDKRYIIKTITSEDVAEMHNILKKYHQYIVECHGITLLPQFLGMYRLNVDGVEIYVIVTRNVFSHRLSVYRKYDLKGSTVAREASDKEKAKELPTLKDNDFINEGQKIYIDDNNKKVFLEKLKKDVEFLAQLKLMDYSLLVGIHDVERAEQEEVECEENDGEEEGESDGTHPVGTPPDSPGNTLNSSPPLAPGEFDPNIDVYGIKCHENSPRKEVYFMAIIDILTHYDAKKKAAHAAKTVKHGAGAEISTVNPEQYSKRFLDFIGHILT
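ADP-Glo luminescence end-point after a 60 min room-temperature kinase reaction. PI5P4Kalpha and substrate in HEPES pH 7.4 buffer with EGTA, 0.1% CHAPS and 5% DMSO; ATP at 5 microM final.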
IL2 activator: activates IL-2 in a cell-based reporter assay. activation, % (series mostly up to about 46 µM). IL-2 activation reporter assay, cell-based qHTS; stimulated with anti-CD3/CD4/CD28 beads; in transgenic mouse T cells. 360,000 tested, 0.065% active; in the data active means activation above about 50%; inconclusive means mostly about 30% to 49%; further: 0% is about no effect
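Unstimulated transgenic mouse T cells preincubated 60 min with compound, then stimulated with anti-CD3/anti-CD4-coated beads plus anti-CD28 for 18 h at 37 degrees C. IL-2 response read as EGFP and DsRed fluorescence by plate cytometry.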
aSyn rescue: alpha-synuclein toxicity inhibition in yeast; 370,000 tested, 0.14% active; Potency, µM (highest dose often 46.1 µM), for the others: at the top dose growth rescue (activation), actives largely listed as activators; Yeast expressing alpha-synuclein, growth rescue, BacTiter-Glo, 24 h; further: potency means the concentration at half of the fitted maximal effect; % of control where 0% means no effect; nearly all actives have a fitted effect of over 65% in size
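Screening used galactose-induced yeast with toxic alpha-synuclein levels, exposed to compound for 24 hr at 30 deg C. Cell growth, read with BacTiter-Glo luminescence, gave the measured signal.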
PLK1 PBD inh: PLK1 (human) polo-box domain binding inhibition | P53350 | Plk1 PBD binding of FITC phosphopeptide, fluorescence polarization | Potency, µM, inactives show max response, negative = inhibition, hits mostly inhibitors | 360,000 tested, 2.8% active; further: potency means the concentration at half of the fitted maximal effect; series mostly up to about 57 µM; on the % scale 0 is the no-effect control and ±100 the full control effect; nearly all actives have a fitted effect of over 65% in size
Target sequence (P53350 whole entry, looked up, the tested form may be a part): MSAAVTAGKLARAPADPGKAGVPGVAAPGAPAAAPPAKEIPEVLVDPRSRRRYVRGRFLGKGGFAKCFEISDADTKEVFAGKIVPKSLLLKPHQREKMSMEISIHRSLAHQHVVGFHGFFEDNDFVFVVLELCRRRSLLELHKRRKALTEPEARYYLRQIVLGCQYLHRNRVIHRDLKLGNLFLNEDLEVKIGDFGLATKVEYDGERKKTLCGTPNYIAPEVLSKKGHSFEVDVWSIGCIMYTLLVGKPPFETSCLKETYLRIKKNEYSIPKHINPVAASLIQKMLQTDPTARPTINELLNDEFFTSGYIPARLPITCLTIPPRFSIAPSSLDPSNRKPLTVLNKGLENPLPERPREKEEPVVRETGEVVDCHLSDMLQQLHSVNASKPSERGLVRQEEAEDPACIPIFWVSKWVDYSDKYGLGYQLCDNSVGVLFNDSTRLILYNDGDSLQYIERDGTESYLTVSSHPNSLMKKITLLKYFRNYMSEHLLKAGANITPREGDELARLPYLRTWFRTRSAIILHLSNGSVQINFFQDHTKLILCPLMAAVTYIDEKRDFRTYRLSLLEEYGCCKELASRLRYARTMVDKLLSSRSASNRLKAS
WRN helicase inh: inhibitors of human WRN helicase; Q14191; WRN helicase unwinding, fluorescent forked duplex, kinetic; Potency, µM (series often up to 114 µM), for the others: top-dose activity change, negative = inhibition, hits mostly inhibitors; 360,000 tested, 0.46% active; AID 651768; further: potency means the concentration at half of the fitted maximal effect; on the % scale 0 is the no-effect control and ±100 the full control effect; nearly all actives have a fitted effect of over 55% in size
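Kinetic fluorescence helicase assay: unwinding of a quenched forked DNA duplex (100 nM final) with 2 mM ATP final raises red fluorescence (525/598 nm). Compounds sat 15 min at room temperature with 20 nM WRN beforehand.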
EPAC1 antag: antagonists of human EPAC1; O95398; EPAC1 GEF assay, Rap1b-BODIPY-GDP exchange fluorescence; Potency, µM (titrated, usually from 115 µM), without a hit: at the top dose activity change, negative = inhibition, actives largely listed as inhibitors; 360,000 tested, 0.14% active;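 further: potency means the concentration at half of the fitted maximal effect; plate controls were vehicle for no effect and positive control for full effect; nearly all actives have a fitted effect of over 50% in size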
* = called active by the depositor; ? = inconclusive; . = not tested or not shown; [ ] = dose if it differs, or a comment. Unless noted, the call rests on the fitted dose curve; in most records, active means well fitted curve in the direction sought with a large enough effect; inconclusive means small, poorly fitted or top-dose-only effect, or another doubt; inactive means no such curve, though single readings can be large; an effect the other way counts as inactive or inconclusive.

SMILES	Abeta rescue	EPAC1 ag	FUS suppressor	PI5P4K alpha inh	IL2 activator	aSyn rescue	PLK1 PBD inh	WRN helicase inh	EPAC1 antag
CCn1c(SCC(=O)NCC2CCCO2)nnc1-c1c[nH]c2ccccc12 (stereo not drawn)	-9%	-4%	11%	4	1.6	6%	3%	-10%	10%
O=C(Nc1ccc(F)cc1)c1ccc2[nH]c(=O)c(=O)[nH]c2c1	8%	-1%	-26%	-3	0.5	2%	1%	-6%	-8%
Cc1ccc(N/C(=N/S(=O)(=O)c2cccs2)c2ccccc2)c(C)c1	5%	4%	.	-7	-5.6	9%	2%	-10%	-9%
CCOC(=O)C1(Cc2cccc(OC)c2)CCN(Cc2ccc3c(c2)OCCO3)CC1	-2%	7%	18%	0	-3.3	2%	2%	-3%	-4%
C=CCNc1nc2cc(-c3ccccc3OC)sc2c(=O)n1C	1%	1%	6%	-3	0.2	1%	-6%	-8%	2%
Cc1ccc(-c2ccc(/C=C/C(=O)c3ccccc3)o2)cc1	3%	-3%	.	-4	-0.2	?	1%	-5%	-3%
CC(C)NC(=O)NCCCCCCS(C)=O (stereo not drawn)	11%	0%	-27%	5	-2.2	-1%	0%	1%	-2%
CCOc1cc(CNS(=O)(=O)c2cn(C)cn2)cc(OCC)c1OCC	-14%	-4%	3%	1	0.1	-1%	-16%	-2%	2%
CCN(Cc1cccs1)C(=O)CN1C(=O)NC2(CCCc3ccccc32)C1=O (stereo not drawn)	-15%	-1%	-3%	5	0.3	-3%	-7%	6%	0%
CSc1nnc(-c2ccccc2N=Cc2c(C)[nH]n(-c3ccc4ccccc4c3)c2=O)c(=O)[nH]1	-8%	3%	-8%	-13	0.2	-18%	?	?	-7%
COC(=O)C1=C(C)NC(=O)CC1c1ccc(F)c(Br)c1 (stereo not drawn)	-23%	6%	9%	.	0.4	4%	-5%	-7%	8%
Cc1cc(C)c(S(=O)(=O)N2CCOCC2)c(C)c1N(C)S(=O)(=O)c1ccccc1	1%	13%	26%	-3	-1.0	0%	-9%	-21%	-9%
COc1ccccc1N1CCN(C(=O)CSc2nc3ccccc3o2)CC1	1%	3%	23%	.	1.2	7%	-9%	-7%	-14%
C[C@H](CO)N1C[C@H](C)[C@@H](CN(C)Cc2cccc(C(=O)O)c2)OCc2cnnn2CCCC1=O	3%	6%	-30%	4	3.1	0%	-8%	-6%	0%
Cc1ccc(NC(=S)NCc2ccccc2)cc1C	15%	-4%	-2%	4	-3.2	12%	-3%	-10%	1%
CNC(=O)c1ccccc1S(=O)c1ccccc1COC(C)=O (stereo not drawn)	9%	3%	-5%	-2	-0.8	-1%	2%	3%	-11%
COC(=O)CSc1nc(N)c2c3c(sc2n1)CCCC3	-1%	5%	6%	-3	-0.5	2%	-22%	2%	14%
COc1ccc(OCC(O)CN(CCO)CC(O)Cn2ccc3ccccc32)cc1 (stereo not drawn)	0%	-4%	2%	5	-0.5	-7%	-10%	-2%	-2%
COc1ccc(-c2nnc(SCC(=O)Nc3cc(C)on3)o2)cc1	-9%	13%	2%	-3	0.9	-5%	3%	-1%	8%
CC(=O)c1c(C(C)=O)c(C)n(-c2ccc3ncccc3c2)c1C	-7%	-2%	3%	-2	0.7	-3%	-5%	-1%	-2%

Part of the list above, limited to EPAC1 ag and PLK1 PBD inh:
| Structure | EPAC1 ag | PLK1 PBD inh |
| --- | --- | --- |
| COc1ccc(OCC(O)CN(CCO)CC(O)Cn2ccc3ccccc32)cc1 (stereo not drawn) | -4% | -10% |
| C=CCNc1nc2cc(-c3ccccc3OC)sc2c(=O)n1C | 1% | -6% |

The list goes on.
SMILES	Abeta rescue	EPAC1 ag	FUS suppressor	PI5P4K alpha inh	IL2 activator	aSyn rescue	PLK1 PBD inh	WRN helicase inh	EPAC1 antag
CCOc1cc(CNn2cn[nH]c2=S)cc(Cl)c1OCc1ccccc1F	?	-9%	.	8	1.0	-1%	-10%	-6%	?
CCc1cc(=O)oc2cc(C)cc(OC(C)C(=O)NCCCn3ccnc3)c12 (stereo not drawn)	0%	-1%	0%	-11	-2.8	-5%	?	0%	-13%
Clc1cc2cccnc2c2ncccc12	-74%[inhibitor]	0%	-31%	0	0.6	-4%	-2%	8%	11%
COc1cccc(CNC(=S)Nc2cc(OC)ccc2OC)c1	18%	4%	8%	2	-1.1	5%	-20%	-24%	-22%
Cc1cc(C(=O)NC(CC(C)C)C(=O)O)cc(C)c1[N+](=O)[O-] (stereo not drawn)	-43%[inhibitor]	0%	3%	-4	0.9	7%	4%	6%	-5%
CCn1ncc(Br)c1C(=O)Nc1ccccc1C(F)(F)F	4%	-5%	-32%	-5	-0.8	-7%	-5%	-7%	7%
CC(C)COP(=O)(c1ccc(N(C)C)cc1)C(Nc1ccccc1)c1ccccc1 (stereo not drawn)	-5%	-3%	.	6	0.5	10%	-8%	-24%	-6%
COc1ccccc1-c1nc(SCC(=O)N2CCC(C(N)=O)CC2)n[nH]1	-10%	2%	.	0	2.3	0%	-7%	9%	-1%
COCCNC(=O)CN(C(=O)c1ccc(N2CCCC2)nc1)c1ccccc1	-4%	-12%	3%	2	-3.7	0%	-7%	-3%	-3%
Cc1ccccc1S(=O)(=O)Cc1ccc(C(=O)NCCCN2CCCC2)o1	-2%	8%	8%	6	-3.3	-5%	?	-4%	8%
COC(=O)C1C(=O)C=C(Nc2ccc(F)cc2F)CC1c1ccc(OC)cc1 (stereo not drawn)	4%	4%	14%	1	-4.2	-9%	-5%	8%	2%
Cc1ccc(CCN2CC(C(=O)NCc3ccc4c(c3)OCO4)CC2=O)cc1 (stereo not drawn)	-9%	-5%	4%	-11	-3.0	-1%	-17%	-6%	-13%
O=C(c1ccc2c(=O)n(-c3ccccc3)c(=S)[nH]c2c1)N1CCN(c2ccccc2)CC1	2%	-9%	13%	-10	0.3	0%	6%	1%	-16%
CCN(CC)C(=O)[C@H]1C[C@H](CC(=O)NCc2cccc(C(F)(F)F)c2)C(=O)N2CCc3c([nH]c4ccc(Cl)cc34)[C@]12C	10%	-16%	?	11	-0.9	?	-8%	-10%	-19%
Cc1ccc(S(=O)(=O)NCc2ccccn2)c(C)c1C	15%	13%	-19%	6	-0.4	9%	4%	0%	3%
COC(=O)c1cnn2c(C(F)(F)F)cc(-c3ccco3)nc12	-18%	-7%	34%	?	-1.8	-8%	-27%	-9%[57.1 µM]	-2%
COc1cc(OC)c(C(=O)NC2CCCc3ccccc32)cc1OC (stereo not drawn)	2%	3%	28%	-2	0.5	7%	-9%	-8%	-2%
CCN(C(=O)CSc1nc(C)cc(=O)[nH]1)C1CCCCC1	7%	2%	.	-3	0.0	-1%	-1%	11%	16%
Cc1ccc(CSc2nc3ccccc3c(=O)n2C)cc1	-19%	20%	-13%	18	-6.8	3%	-17%	-12%	6%
CC(C)(C)NC(=O)CSCc1ccc(Br)cc1	-9%	-9%	6%	5	-0.3	1%	-5%	5%	2%
CCN1CCN(C(=O)c2nn(C)c3c2CS(=O)(=O)c2ccccc2-3)CC1	-1%	16%	-9%	-2	-1.4	-2%	-8%	4%	7%
CCOCCCn1c(=NC(C)=O)c(C#N)cc2c(=O)n3ccccc3nc21	-23%	-5%	12%	2	-3.4	-6%	-4%	-3%	-8%
Cc1ccc(S(=O)(=O)N2CCOC23CCN(C(=O)c2ccccc2Br)CC3)cc1	.	7%	28%	6	-0.2	5%	-1%	-7%	-13%

By substructure: the entries above containing an aryl methoxy group (9)
SMILES	Abeta rescue	EPAC1 ag	FUS suppressor	PI5P4K alpha inh	IL2 activator	aSyn rescue	PLK1 PBD inh	WRN helicase inh	EPAC1 antag
CCOC(=O)C1(Cc2cccc(OC)c2)CCN(Cc2ccc3c(c2)OCCO3)CC1	-2%	7%	18%	0	-3.3	2%	2%	-3%	-4%
C=CCNc1nc2cc(-c3ccccc3OC)sc2c(=O)n1C	1%	1%	6%	-3	0.2	1%	-6%	-8%	2%
COc1ccccc1N1CCN(C(=O)CSc2nc3ccccc3o2)CC1	1%	3%	23%	.	1.2	7%	-9%	-7%	-14%
COc1ccc(OCC(O)CN(CCO)CC(O)Cn2ccc3ccccc32)cc1 (stereo not drawn)	0%	-4%	2%	5	-0.5	-7%	-10%	-2%	-2%
COc1ccc(-c2nnc(SCC(=O)Nc3cc(C)on3)o2)cc1	-9%	13%	2%	-3	0.9	-5%	3%	-1%	8%
COc1cccc(CNC(=S)Nc2cc(OC)ccc2OC)c1	18%	4%	8%	2	-1.1	5%	-20%	-24%	-22%
COc1ccccc1-c1nc(SCC(=O)N2CCC(C(N)=O)CC2)n[nH]1	-10%	2%	.	0	2.3	0%	-7%	9%	-1%
COC(=O)C1C(=O)C=C(Nc2ccc(F)cc2F)CC1c1ccc(OC)cc1 (stereo not drawn)	4%	4%	14%	1	-4.2	-9%	-5%	8%	2%
COc1cc(OC)c(C(=O)NC2CCCc3ccccc32)cc1OC (stereo not drawn)	2%	3%	28%	-2	0.5	7%	-9%	-8%	-2%
